# RBBP9 inh = human RBBP9 inhibitors, primary screen, biochemical, fluorescence polarization, FP-Rh probe, HTS; AID 1515, 2009; hit rate 0.2% among 220,000; recombinant RBBP9; inhibition, % at 7.94 µM; Serine hydrolase RBBP9 (Homo sapiens), O75884;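 active means inhibition above the campaign mean of all tested compounds plus 3 SD, cut at about 14% in these data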;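 further: plate controls were DMSO wells with RBBP9 for no effect and wells lacking RBBP9 protein for full effect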
#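 Measured by – fluorescence polarization · Test system – RBBP9 protein · Input – 2.5 µM RBBP9 dispensing solution, before mixing · Measure – percent inhibition from mP, scaled between DMSO and no-protein wells · Benchmarks – DMSO-treated enzyme wells and wells lacking RBBP9 · Times – preincubation 30 min plus labeling 45 min at 25 °C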
# BaF3 parental = parental Ba/F3 cell viability inhibition, counter-screen for JAK2V617F inhibitor project, murine pro-B, CellTiter-Glo luminescence; CellTiter-Glo ATP luminescence; inhibition, % at 5.6 µM; hit rate 1.1% among 220,000;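 active means inhibition above a per-campaign cutoff, the mean inhibition of all tested compounds plus 3 SD, cut at about 27% in these data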;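 further: 0% = DMSO wells and 100% = JAK Inhibitor I control wells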
# NPY-Y2 PAM-ag = NPY-Y2 potentiators or agonists, primary screen, cell-based. Neuropeptide Y receptor type 2 (Homo sapiens), P49146. cells expressing NPY-Y2, potentiator/agonist read-out. activation, % at 3.6 µM. hit rate 0.45% among 220,000; in the data active means activation above about 27%;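 further: cells stimulated with NPY near EC25 plus isoproterenol at EC100; 0% = vehicle plus submaximal agonist and 100% = vehicle plus saturating agonist; some results beyond the cut were filed as inactive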
# NPY-Y1 PAM-ag = NPY-Y1 receptor potentiators or agonists, primary screen, cell-based; NPY-Y1 expressing cells, potentiator/agonist activation; activation, % at 3.6 µM; hit rate 0.37% among 220,000; AID 1304, 2008; in the data active means activation above about 33%, passing the limit was not always enough;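 further: cells stimulated with NPY at EC10 then isoproterenol at EC100; 0% = low agonist plus stimulus and 100% = saturating agonist plus stimulus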
# S1P4 agonist = S1P4 receptor agonists, primary screen, cell-based; Sphingosine 1-phosphate receptor 4 (Homo sapiens), O95977; S1P4-expressing cell line, agonist reporter assay; activation, % at 4.98 µM; hit rate 0.35% among 220,000; AID 1509, 2009; in the data active means activation above about 11%;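 further: 0% = DMSO vehicle and 100% = reference agonist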
# Target sequence (O95977 whole entry, looked up): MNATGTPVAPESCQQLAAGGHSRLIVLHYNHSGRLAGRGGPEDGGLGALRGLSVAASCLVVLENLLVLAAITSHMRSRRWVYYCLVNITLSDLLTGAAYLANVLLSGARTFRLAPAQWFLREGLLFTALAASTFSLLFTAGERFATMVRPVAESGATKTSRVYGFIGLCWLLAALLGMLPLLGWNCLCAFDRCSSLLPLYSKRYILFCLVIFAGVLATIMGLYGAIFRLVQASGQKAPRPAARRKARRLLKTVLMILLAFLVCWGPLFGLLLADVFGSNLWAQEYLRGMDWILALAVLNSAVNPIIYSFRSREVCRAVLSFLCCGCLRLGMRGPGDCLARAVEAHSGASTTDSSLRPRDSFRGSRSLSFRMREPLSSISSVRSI
# Ba/F3 V617F tox = reduced viability of JAK2V617F-dependent Ba/F3 cells, primary screen, JAK2V617F inhibitor project, cell-based, Ba/F3 EpoR-JAK2V617F, luminescence | hit rate 1.1% among 220,000 | inhibition, % at 5.6 µM | ATP luminescence;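 active means inhibition above the campaign mean plus 3 SD over all tested compounds, cut at about 24% in these data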;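 further: cytokine-independent growth of Ba/F3 cells driven by EpoR plus mutant JAK2; 0% = DMSO-treated cells and 100% = JAK inhibitor I control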
# NPY Y1 blocker = NPY-Y1 receptor antagonists, primary screen, cell-based; HEK293-CNG Y1 cells, membrane potential fluorescence; NPY at EC95, then isoproterenol; inhibition, % at 3.6 µM; Neuropeptide Y receptor type 1 (Homo sapiens), P25929; hit rate 1% among 200,000;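 active means inhibition above the campaign mean inhibition of all tested compounds plus 3 SD, cut at about 20% in these data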;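 further: 0% = DMSO wells given NPY plus isoproterenol and 100% = isoproterenol alone without NPY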
#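 Material: HEK293 cells with Y1 receptor plus CNG channel; times: compound incubation 1 h at room temperature, readout 45 min post-stimulation; signal: fluorescence, membrane potential probe; read-out basis: fluorescence ratio normalized to % inhibition between controls; benchmarks: full-block control isoproterenol-only wells, zero-block control NPY plus isoproterenol wells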
# S1P4 antag = S1P4 receptor antagonists, primary screen, cell-based. Sphingosine 1-phosphate receptor 4 (Homo sapiens), O95977. S1P4-expressing cells, antagonist mode, reporter read-out. inhibition, % at 4.98 µM. hit rate 0.26% among 220,000; in the data active means inhibition above about 29%;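 further: 0% = wells stimulated with agonist and 100% = vehicle wells without agonist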
# Runt-CBFb FRET = inhibitors of RUNX1 Runt–CBFb binding, primary screen, biochemical, FRET, Cerulean-Runt, Venus-CBFb, uHTS. Runt-related transcription factor 1 (Homo sapiens) + Core-binding factor subunit beta …. Cerulean-Runt/Venus-CBFb FRET ratio 530/480, 1 h. inhibition, % at 20 µM. hit rate 0.46% among 220,000. AID 1496, 2009;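 active means inhibition over about 50% at 20 µM in the single-dose screen, limit read from the data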;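 further: 0% = DMSO wells and 100% = excess unlabeled CBFb competitor control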
# Target sequence (Q01196 whole entry, looked up): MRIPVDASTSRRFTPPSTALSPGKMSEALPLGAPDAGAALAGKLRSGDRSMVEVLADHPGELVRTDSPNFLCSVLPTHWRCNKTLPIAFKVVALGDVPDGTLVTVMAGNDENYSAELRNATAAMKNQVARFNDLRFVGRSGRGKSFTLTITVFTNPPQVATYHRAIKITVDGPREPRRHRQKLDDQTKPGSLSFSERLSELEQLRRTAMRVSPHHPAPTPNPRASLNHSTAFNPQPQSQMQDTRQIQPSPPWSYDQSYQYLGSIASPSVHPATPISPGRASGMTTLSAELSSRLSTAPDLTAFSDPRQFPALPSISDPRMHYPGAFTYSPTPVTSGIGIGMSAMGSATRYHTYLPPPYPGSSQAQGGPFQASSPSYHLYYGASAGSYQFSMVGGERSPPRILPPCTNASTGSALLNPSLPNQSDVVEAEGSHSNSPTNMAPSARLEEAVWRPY
# Target sequence (Q13951 whole entry, looked up): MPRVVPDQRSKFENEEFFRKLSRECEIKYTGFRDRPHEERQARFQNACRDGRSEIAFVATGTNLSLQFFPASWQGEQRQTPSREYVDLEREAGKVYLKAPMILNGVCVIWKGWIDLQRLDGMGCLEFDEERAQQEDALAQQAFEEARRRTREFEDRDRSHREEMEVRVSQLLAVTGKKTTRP
#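 Schedule: protein complex preformed 1 h, compound exposure 1 h, room temperature, dark; test system: Cerulean-labeled Runt domain protein; amount: 100 nM per protein; buffer or medium: Tris 50 mM pH 7.5, KCl, K2SO4, 0.01% BSA; read-out: loss of energy transfer signal; detection: FRET fluorescence; controls: 5 µM unlabeled CBFb as full-inhibition high control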
# An asterisk follows results filed as active; x = no result given.
SMILES,RBBP9 inh,BaF3 parental,NPY-Y2 PAM-ag,NPY-Y1 PAM-ag,S1P4 agonist,Ba/F3 V617F tox,NPY Y1 blocker,S1P4 antag,Runt-CBFb FRET
CCCCn1c(N)c(N(CC)C(=O)/C=C/c2ccco2)c(=O)[nH]c1=O,1,-4,3,7,1.4,1,-4,1,16
COc1ccc(-n2nnc3c(SCc4ccccc4)ncnc32)cc1,0,4,7,17,2.2,3,7,-11,-2
CC(=O)c1c(C)n(CC(=O)NCc2ccco2)c2ccccc12,-8,1,-2,-8,1.3,-1,-1,-4,-2
CCc1c(C)sc(NC(=O)c2cccs2)c1C(N)=O,-13,8,18,-11,-2.2,0,-2,-7,17
Cc1ccc(/C(O)=C2\C(=O)C(=O)N(CC(C)O)C2c2ccc(N(C)C)cc2)cc1 (configuration not stated),1,1,11,-12,-1.3,0,-9,11,7
O=C(Nc1cccc(C(F)(F)F)c1)c1cc2ncc(Br)cn2n1,0,6,-4,-20,3.0,1,-5,-5,2
CC(C)c1cc(C(=O)NCc2cccnc2)no1,-3,0,3,15,0.1,0,-3,-19,-4
CC(=O)c1ccc(NC(=O)c2cnn3ccccc23)cc1,-6,3,2,0,-1.5,1,0,-7,3
CCN1CCN(c2cc(C)c3cc(NC(=O)c4ccccc4F)ccc3n2)CC1,-3,4,3,-8,-0.6,-2,7,-4,-2
NNC(=O)c1cccnc1Oc1ccccc1,-5,2,-1,-4,-1.6,-4,x,10,3
COc1ccc(S(=O)(=O)NCc2c(-c3ccccc3)noc2C)c(OC)c1,-5,-1,8,1,1.6,2,x,1,0
O=C(c1cnn2c1NC(c1ccc(Br)cc1)CC2C(F)(F)F)N1CCN(C23CC4CC(CC(C4)C2)C3)CC1 (configuration not stated),4,4,-6,-4,-1.1,-3,-4,12,-6

# Sorted by SMILES length (ascending): 3 of the compounds above.
SMILES,RBBP9 inh,BaF3 parental,NPY-Y2 PAM-ag,NPY-Y1 PAM-ag,S1P4 agonist,Ba/F3 V617F tox,NPY Y1 blocker,S1P4 antag,Runt-CBFb FRET
O=C(Nc1cccc(C(F)(F)F)c1)c1cc2ncc(Br)cn2n1,0,6,-4,-20,3.0,1,-5,-5,2
Cc1ccc(/C(O)=C2\C(=O)C(=O)N(CC(C)O)C2c2ccc(N(C)C)cc2)cc1 (configuration not stated),1,1,11,-12,-1.3,0,-9,11,7
O=C(c1cnn2c1NC(c1ccc(Br)cc1)CC2C(F)(F)F)N1CCN(C23CC4CC(CC(C4)C2)C3)CC1 (configuration not stated),4,4,-6,-4,-1.1,-3,-4,12,-6

# Next structures
SMILES,RBBP9 inh,BaF3 parental,NPY-Y2 PAM-ag,NPY-Y1 PAM-ag,S1P4 agonist,Ba/F3 V617F tox,NPY Y1 blocker,S1P4 antag,Runt-CBFb FRET
COc1ccc(COc2cc(-c3cccc(OC)c3)nc3ccc(NC(C)=O)cc23)cc1,-13,7,-10,-31,2.3,4,-5,-4,-2
O=C1CCCc2c1cc(-c1ccccc1)n2-c1ccc(O)cc1,-7,0,-15,1,-2.4,-6,-3,-7,0
CCOC(=O)N/N=C(/C)c1cccc(-n2cnnn2)c1,-9,1,4,1,1.1,0,6,3,0
O=C(/C=C/c1c(F)cccc1Cl)NCc1ccco1,-6,7,-14,-6,-1.1,3,4,-6,1
COc1ccc(CC(NC(C)=O)C(=O)NC2CCN(C(=O)NCc3ccccc3)CC2)cc1 (configuration not stated),-5,18,7,12,1.9,-1,-1,-15,0
COc1cccc(C(C(=O)NC(C)(C)C)N(C(=O)CCC(=O)Nc2cc(C)on2)C(C)C)c1OC (configuration not stated),-12,3,1,-19,0.8,0,-3,-11,1
CCCC(=O)Nc1ccc(NC(=O)C2CC2)cn1,-11,4,1,3,-1.3,1,3,1,-2
O=C1c2ccccc2C(=O)N1CN(C(=O)c1ccccc1)c1ccc(O)cc1,-3,3,-2,2,-0.7,-2,-4,-7,2
COc1ccc2c(c1)C(C)=CC(C)(C)N2C(=O)CSc1nnc(-c2ccc(C)cc2)o1,-3,4,-36,-46,1.3,0,23*,5,0
CCCc1ccc(Oc2cc(N3CCOCC3)nc(-c3ccccc3)n2)cc1,-9,12,-11,-25,-2.1,-1,4,2,x
O=C1Nc2ccccc2N(O)N1c1cc(-c2ccccc2)[nH]n1,0,4,-7,6,1.6,-2,-4,22,0
CCC(=O)N1CCc2cc(Br)cc(S(=O)(=O)NCCN3CCCCC3C)c21 (configuration not stated),-10,4,13,-15,0.9,-1,6,-23,0
CCOC(=O)C(C)Oc1cccc2c(=O)n(CC(=O)NCc3ccc4c(c3)OCO4)ccc12 (configuration not stated),-2,42*,-15,-11,-1.3,59*,8,-8,-12
Cc1nn(CC(=O)NC(C)c2ccccc2)c(C)c1[N+](=O)[O-] (configuration not stated),3,1,-3,4,-1.5,-4,5,-15,x
CC(C)N1CCC(N2CCN(Cc3ccc(C#CC(C)(C)O)s3)CC2CCO)CC1 (configuration not stated),-3,4,-7,17,3.5,-1,-5,-3,2
Cc1n[nH]c(C)c1NC(=O)c1cc([N+](=O)[O-])ccc1Cl,-8,6,-8,10,-0.6,0,6,0,-1
COc1ccc(NC(=O)C(NC(C)=O)C(=O)NCc2ccccc2)cc1 (configuration not stated),-2,0,-5,2,0.3,-4,0,-2,x
Cn1c(=O)c(C(=O)COc2ccc(C#N)cc2)c(N)n(Cc2ccccc2)c1=O,1,2,-8,-1,2.7,3,6,6,0
O=c1/c(=C/c2ccccn2)sc2n1CN(c1ccccc1)CN=2,-6,5,-1,-2,-0.9,-2,5,12,0
Cc1cccc(Nc2nc(NCc3ccco3)nc(N3CCOCC3)n2)c1,-3,8,12,-19,-1.0,-2,4,-5,0
CSc1nc2ccc(NC(=O)C3CC(=O)N(Cc4ccco4)C3)cc2s1 (configuration not stated),-2,5,-4,-1,0.0,3,-2,-24,-1
Cc1cccc(CS(=O)(=O)c2nnc([C@H](Cc3ccccc3)NC(=O)OC(C)(C)C)o2)c1,-14,1,-10,-10,-1.8,44*,-3,88*,0
O=C(NCc1ccco1)c1ccc2c(=O)n(-c3ccccc3)c(=S)[nH]c2c1,-3,0,-24,-12,1.0,-1,0,-25,2
CCCCn1cnc2sc(-c3ccccc3)cc2c1=O,-9,4,14,-1,1.3,7,-3,-7,1
CC(C)c1ccc(/C=N/NC(=O)c2ccccn2)cc1,-3,-6,-4,25,2.4,1,x,6,-1
O=C1C=C(NCc2ccccc2)C2(CCCCC2)O1,0,3,8,27,3.4,-1,2,-26,-1
Cc1ccc(C(=O)CCC2CCCC2=O)cc1 (configuration not stated),-3,1,14,4,-0.8,1,4,-12,9
Cc1ccc(N(CC(=O)N2CCN(c3ccc(F)cc3)CC2)S(=O)(=O)c2c(C)nn(C)c2C)cc1,-6,8,0,11,0.4,-1,2,-2,-6
Cc1cc(C)nc(/N=C(\NC(=O)C(C)(C)C)Nc2ccc(F)cc2)n1,15*,-5,-4,-12,-0.3,-1,x,5,-2
O=C(CO/N=C/c1ccccc1OC(F)F)NC1CCCC1,0,5,-5,-29,0.6,4,0,-19,-1
COc1ccc(NS(=O)(=O)c2c(C)[nH]c(=O)[nH]c2=O)c(OC)c1,-11,6,3,-8,1.4,2,-2,-15,1
CCSc1ccccc1C(=O)Nc1ccc(S(=O)(=O)NC(C)=O)cc1,9,3,2,-10,0.8,3,7,1,10
O=C(c1ccc(F)cc1F)C1CCN(c2ccc([N+](=O)[O-])cn2)CC1,-1,-1,46*,31,0.6,-4,x,1,0
Cc1cccc2c(=O)c(C(=O)N3CCCCCC3)c[nH]c12,-6,0,-39,-77,-1.2,3,21*,3,0
CC(c1c(O)c2ccccc2[nH]c1=O)C1(C)CCC(O)C(C)(C)O1 (configuration not stated),5,-12,-9,0,1.6,2,0,-6,-1
CCCCOc1ccc(-c2csc(N)n2)cc1[N+](=O)[O-],-4,8,19,4,0.2,-2,-1,-19,0

# An excerpt from above, reduced to NPY Y1 blocker, Ba/F3 V617F tox and RBBP9 inh:
SMILES | NPY Y1 blocker | Ba/F3 V617F tox | RBBP9 inh
CCCCn1c(N)c(N(CC)C(=O)/C=C/c2ccco2)c(=O)[nH]c1=O | -4 | 1 | 1
COc1ccc(CC(NC(C)=O)C(=O)NC2CCN(C(=O)NCc3ccccc3)CC2)cc1 (configuration not stated) | -1 | -1 | -5
Cc1cccc(CS(=O)(=O)c2nnc([C@H](Cc3ccccc3)NC(=O)OC(C)(C)C)o2)c1 | -3 | 44* | -14
CCC(=O)N1CCc2cc(Br)cc(S(=O)(=O)NCCN3CCCCC3C)c21 (configuration not stated) | 6 | -1 | -10

# (next part)
SMILES,RBBP9 inh,BaF3 parental,NPY-Y2 PAM-ag,NPY-Y1 PAM-ag,S1P4 agonist,Ba/F3 V617F tox,NPY Y1 blocker,S1P4 antag,Runt-CBFb FRET
COC(=O)CSc1nc(C2CC2)cc(C(F)(F)F)c1C#N,-5,4,-8,-34,-1.2,1,3,-13,-4
Cc1ccc(CNC(=O)C2CCC(CNc3nc(=S)[nH]c4ccccc34)CC2)cc1 (configuration not stated),-3,2,-11,12,0.9,-5,4,9,-4
COC(=O)Nc1ccc(S(=O)(=O)Nc2cccc3ccccc23)cc1,-8,5,9,11,0.2,0,0,-14,-1
Cc1cccc(OCCSc2nc(N)cc(N)n2)c1,-3,3,-23,-8,0.2,-3,x,1,18
CN(C)C(=O)Oc1ccc[n+](C)c1,-8,2,-6,3,1.5,-6,2,-28,-1
CC(=O)C1=C(C)NC(=O)NC1c1cccc([N+](=O)[O-])c1O (configuration not stated),-5,-2,-2,9,0.1,1,0,-3,-1
CCN(CC)C(=O)c1c2c(nc3ccccc13)-c1ccccc1CC2,3,5,-19,-21,0.8,1,2,-32,0
COc1ccc(C)cc1NC(=S)NC12CN3CN(CN(C3)C1)C2,-7,1,7,0,-0.3,-2,1,-23,7

# A second format for part of the listing above:
# Each structure is followed by: RBBP9 inh, BaF3 parental, NPY-Y2 PAM-ag, NPY-Y1 PAM-ag, S1P4 agonist, Ba/F3 V617F tox, NPY Y1 blocker, S1P4 antag, Runt-CBFb FRET
Cc1cccc(Nc2nc(NCc3ccco3)nc(N3CCOCC3)n2)c1
  -3, 8, 12, -19, -1.0, -2, 4, -5, 0
CN(C)C(=O)Oc1ccc[n+](C)c1
  -8, 2, -6, 3, 1.5, -6, 2, -28, -1

# Bioassay records as filed in PubChem.
